Compound activity (PubChem)
K1F lysis inhibition: inhibition of K1F phage lysis, E. coli UTI89, bacterial capsule biogenesis inhibitors, alamar blue (AID 488966); E. coli UTI89 K1F phage lysis, alamar blue, 2 h; higher % means a stronger effect; inhibition, % at 100 µM; hits with a dose series show IC50 in µM; 340,000 tested, 0.02% active;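 active = phage lysis inhibition, versus mean bacterial control, above a set limit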;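 note: capsule biogenesis inhibitors block K1F phage lysis so surviving cells raise fluorescence; higher fluorescence means more inhibition of phage lysis; actives were called in the ten point dose series up to 300 µM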
Hep lipid drop: inhibitors of hepatocyte lipid droplet formation, primary screen, imaging, high-throughput imaging, BODIPY stain | AML12 mouse hepatocytes, oleate lipid droplets | inhibition, % at 6.5 µM | 240,000 tested, 0.4% active | AID 1656, 2009;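 active = lipid droplet intensity inhibited by at least 50%, with more than 500 cells counted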
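Assay system: AML12 hepatocytes (mouse) / Also added: 100 µM oleic acid challenge / Times: overnight treatment with compound plus oleate / Detection: high-content imaging of BODIPY-stained droplets and DAPI nuclei / Evaluation: % inhibition of lipid droplet signal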
Siah-1 displacement: Siah-1 peptide-binding antagonists, primary screen, biochemical, fluorescence polarization, rhodamine-plectin, uHTS (AID 1817). E3 ubiquitin-protein ligase SIAH1 (Homo sapiens). Siah-1 / rhodamine-plectin peptide fluorescence polarization; higher % means a stronger effect. displacement, % at 20 µM; hits with a dose series show IC50 in µM. 290,000 tested, 0.02% active;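 active = displacement of at least 50% at 20 µM, with a fluorescence ratio check between 0.3 and a set limit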;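 note: plate controls were Siah plus tracer with DMSO for no effect and tracer alone without Siah for full effect; strong numbers were not always called active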
TNAP activators: human TNAP enzyme activators, primary screen, biochemical, luminescent, no phosphate acceptor, uHTS (AID 1001); 200,000 tested, 0.03% active; Alkaline phosphatase, tissue-nonspecific isozyme (Homo sapiens); one-dose activation fold at 20 µM; EC50 in µM for titrated hits; purified TNAP, luminescent activation assay, no phosphate acceptor; higher activation fold means a stronger effect; in the data active = activation fold from about 3, or a potency from the dose series; inactive = the rest, 99 in 100 with activation fold below about 1.6; note: many of its hits are not listed in these tables
P. falciparum M1AAP: P. falciparum M1AAP inhibitors, biochemical, fluorogenic H-Leu-NHMec substrate, 1536-well (AID 1445); Aminopeptidase N (Plasmodium falciparum (isolate 3D7)); recombinant M1AAP, H-Leu-NHMec fluorogenic kinetic assay; higher % means a stronger effect; one-dose inhibition, % at 30 µM; IC50 in µM for titrated hits; 220,000 tested, 0.42% active;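 active = primary inhibition above the hit cutoff, then over 50% inhibition at one or more dose response concentrations, cut at about 23% in these data, passing the limit was not always enough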;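 note: plate controls were DMSO full reaction for no effect and no enzyme background for full effect; strong numbers were not always called active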
P. falciparum M17LAP: P. falciparum M17LAP inhibitors, primary screen, biochemical, fluorogenic H-Leu-NHMec substrate, 1536-well (AID 1619) | Leucine aminopeptidase (Plasmodium falciparum (isolate 3D7)) | recombinant M17LAP, H-Leu-NHMec fluorogenic kinetic assay; higher % means a stronger effect | inhibition, % at 30 µM; hits with a dose series show IC50 in µM | 220,000 tested, 0.38% active;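 active = compound inhibiting the enzyme by more than half at any dose during confirmatory dose-response retesting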;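 note: plate controls were full reaction with DMSO carrier for no effect and no enzyme background for full effect; strong numbers were not always called active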
PMI inhibitors: inhibitors of human PMI, primary screen, biochemical, fluorescence intensity, coupled assay (AID 1209); Mannose-6-phosphate isomerase (Homo sapiens); purified PMI enzyme, coupled fluorescence intensity; higher % means a stronger effect; one-dose inhibition, % at 20 µM; IC50 in µM for titrated hits; 190,000 tested, 0.42% active;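 note: plate controls were DMSO vehicle for no effect and wells lacking substrate for full effect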
PMI inhibition: human PMI inhibitors, high substrate, primary screen, biochemical, fluorescence intensity, high mannose 6-phosphate (AID 1220) | Mannose-6-phosphate isomerase (Homo sapiens) | 190,000 tested, 0.66% active | recombinant PMI enzyme, coupled fluorescence intensity; higher % means a stronger effect | one-dose inhibition, % at 20 µM; IC50 in µM for titrated hits
XIAP antagonists: XIAP antagonists, biochemical, IAP family, fluorescence polarization (AID 1018); XIAP BIR domain, fluorescence polarization peptide displacement; higher % means a stronger effect; displacement, % at 20 µM, or IC50 in µM where a hit was titrated; 200,000 tested, 0.007% active; in the data active = displacement above about 50%; note: a part of the inactive calls stands beside numbers as strong as those of hits
Hep lipid drop cells 6.5 µM: recorded beside Hep lipid drop, whose call it bears; cell count; measured here: cell count, cytotoxicity flag;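 cells counted across two imaged fields per well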
* marks the source's active call; other numbers are inactive results; . = not tested or not shown; [ ] = remark or other dose. Cut-off read from the data, not from the text of the source, unless noted: active = inhibition above about 50%; inactive = the rest.

Under each structure: K1F lysis inhibition, Hep lipid drop, Hep lipid drop cells 6.5 µM, Siah-1 displacement, TNAP activators, P. falciparum M1AAP, P. falciparum M17LAP, PMI inhibitors, PMI inhibition, XIAP antagonists
COc1cc(NC(=O)c2cccs2)c(OC)cc1NC(=O)c1ccco1
 : 1.3%[50 µM], 15, 770, -10%, 1.1, -4%, -16%, 1%, 13%, -4.4%
CCOC(=O)N1CCN(C(=O)c2ccc(C#CC3(O)CCCCC3)cc2)CC1
 : 2.0%, -28, 738, 2%, 1.1, 2%, 18%, 10%, 5%, -0.8%
Cc1ccc(C2=Nc3ccccc3N(C(=O)c3ccccc3)C(C)C2)cc1 (stereo not given)
 : -1.4%, 6, 748, -4%, 1, 3%, 11%, -3%, 0%, -1.3%
Cc1c(NS(C)(=O)=O)cccc1-c1nc2cccnc2s1
 : 0.2%, 11, 674, 15%, ., 3%, -8%, ., ., .
CCn1c(SCC(=O)c2ccc(Cl)cc2)nnc1-c1cccs1
 : -0.1%, 5, 751, -3%, 1, 14%, 0%, 6%, 5%, -11%
Cc1ccc(S(=O)(=O)N2CN(Cc3ccco3)c3nc4ccccc4nc32)cc1
 : 0.6%, ., ., 1%, 1.1, 16%, 0%, -21%, -64%, -10%
COc1cc(NC(=S)NC(=O)c2ccccc2F)ccc1NC(=O)c1ccco1
 : 3.1%, -10, 632, 9%, 1.1, 12%, 10%, 7%, 8%, -3.0%
CC(=O)c1ccc(NC(=O)c2ccc(CNc3c(N4CCCC4)c(=O)c3=O)cc2)cc1
 : 1.3%[50 µM], -7, 686, 2%, ., 0%, 1%, ., ., .
Cc1cc(O)cc(O[C@H]2OC(CO)[C@H](O)[C@@H](O)[C@H]2O)c1 (stereo not given in full)
 : -8.1%, -5, 721, 0%, 1.1, -1%, -2%, 2%, -4%, -11%
O=C1CCCN=C(Nc2ccc(F)c(Cl)c2)S1
 : 0.2%, 1, 387, -7%, ., -4%, -1%, ., ., .
C/C(=N/NC(=O)c1ccc2c(c1)OCO2)c1ccc(Br)s1
 : 0.0%, 21, 711, 38%, 1, 4%, -12%, 3%, -3%, -5.7%
NS(=O)(=O)c1ccc(NC(=O)/C=C/c2cccs2)cc1
 : 0.5%, 4, 666, 1%, ., 7%, 2%, ., ., .
COc1ccc(-n2c(SCc3cn4c(C)cccc4n3)nc3ccccc3c2=O)cc1OC
 : -0.2%, -15, 689, 5%, 1.3, 1%, -3%, -41%, -24%, -5.3%
COc1ccc(C(CCNCc2ccc(F)cc2)c2ccc(F)cc2)cc1 (stereo not given)
 : -0.5%, 4, 657, -5%, 1.1, 9%, -8%, -5%, 0%, 4.7%
Nc1nc(NCCCN2CCOCC2)nc(Nc2cccc(F)c2)c1[N+](=O)[O-]
 : 0.9%, 2, 802, -6%, ., 5%, 12%, ., ., .
O=C(CC1COc2ccccc2O1)Nc1ccccn1 (stereo not given)
 : 1.0%, -7, 727, 5%, 1, 5%, 35%, 7%, 7%, -1.3%
NC(=O)c1ccccc1OCC(=O)Nc1ccc(Cl)c(Cl)c1
 : 0.2%, -9, 690, -1%, ., -1%, 1%, ., ., .
O=C(N/N=C/c1ccccc1)c1sccc1OCc1ccc(F)cc1
 : -0.5%, ., ., 2%, 1.1, 2%, -3%, -13%, -7%, -2.4%
O=c1c2cnn(-c3ccc(F)cc3)c2ncn1Cc1ccccc1
 : -0.2%, -2, 810, 10%, 1.1, 0%, -7%, -9%, -8%, -0.6%
CCCNC1CCS(=O)(=O)C1 (stereo not given)
 : 14%, ., ., -1%, 1.1, -1%, -9%, 6%, 3%, 0.5%
Cc1ccc(N/N=C2\COC(C)(C)CC2=O)cc1
 : 0.2%, -3, 697, -3%, 1, 11%, 9%, -58%, -93%, -5.0%
O=C(N/N=C/c1oc(O)c2ccccc12)c1ccccc1O
 : 0.4%, 0, 703, 11%, 0.8, 14%, 29%, -61%, -27%, -1.5%
CCOC(=O)CNC(=O)CSc1nc(NCc2ccccc2)nc(N(C)C)n1
 : -0.3%, 1, 694, 6%, 1.1, 12%, -1%, 8%, 4%, -3.0%
CCCOc1ccc(N)cc1N
 : 0.5%, ., ., 8%, 1, 8%, 2%, 34%, 31%, 1.1%
Cc1ccccc1CNC(=O)c1ccccc1
 : 2.8%, -1, 832, -2%, 1.1, -6%, -1%, 7%, 17%, -6.3%
Cc1nnc(NC(=O)Cc2ccc(OCc3c(C)noc3C)cc2)s1
 : 0.5%, ., ., -5%, 1.1, -6%, 2%, 6%, 11%, -6.1%
CC(/C=N/NC(=O)c1cc(-c2cccs2)[nH]n1)=C\c1ccccc1
 : 0.0%, 24, 627, 1%, 0.6, 5%, -7%, 7%, -2%, -2.1%
CC(=O)Nc1ccc(-c2nn[nH]n2)cc1
 : 0.0%, -17, 650, 7%, ., 3%, 8%, ., ., .
O=C(NCc1cn2ccccc2n1)c1ccccc1
 : -2.9%, ., ., -1%, 1.1, 7%, 4%, -16%, -6%, -2.7%
CC(C)NC(=S)Nc1cccc2cnccc12
 : 0.9%[50 µM], 2, 673, 2%, 1.2, 7%, -1%, -5%, 36%, -2.3%
CN1/C(=C\C(=O)Nc2ccc(Cl)cc2)C(C)(C)c2ccccc21
 : 0.4%, 0, 602, 0%, 1.2, 0%, 6%, 16%, 12%, -0.9%
CC(=O)NC(CC(C)C)C(=O)NC(Cc1ccccc1)C(N)=O (stereo not given)
 : ., ., ., -6%, 1.1, 2%, -4%, 1%, -4%, -6.6%
O=C(CN1C(=O)C2CCCN2c2ncc(Cl)cc21)NCc1ccc2c(c1)OCO2 (stereo not given)
 : 2.1%, ., ., 1%, 1.2, 3%, -7%, -3%, 1%, -6.7%
Cc1cc(C)n(-c2ccc(C(=O)Nc3ccc(S(=O)(=O)NCc4ccco4)cc3)cc2)n1
 : -0.1%, ., ., 2%, 1, -1%, 9%, 15%, 12%, -3.3%
CCC(=O)c1cn(CC(=O)OC)c2ccccc12
 : 0.5%, -14, 774, 2%, 1.1, -8%, -4%, 1%, -8%, -11%
CC(=O)NC(CCS(C)(=O)=O)C(=O)Nc1cccc(C(C)=O)c1 (stereo not given)
 : 0.7%[50 µM], 8, 722, -1%, 1.1, 0%, 0%, 14%, 10%, -1.7%
CCc1nnc(NC(=O)c2nc3nc(C)cc(C)n3n2)s1
 : 0.3%, 1, 740, -3%, 1, 1%, 25%, -1%, -6%, -0.5%
Cc1cccc(CN2CCN(CC(=O)NCc3cccs3)C2=O)c1
 : 0.8%, -13, 800, -5%, 0.8, -3%, -6%, -8%, -11%, -4.7%
Cc1cccc(OCCCC(=O)Nc2ccc3c(c2)OCO3)c1
 : 0.2%, ., ., 4%, 1.2, 2%, -14%, 3%, 10%, -2.9%
C/C(=N\NC(=S)Nc1ccc(C)cc1)c1cc2ccccc2o1
 : 0.1%, 3, 725, -8%, ., -3%, -2%, ., ., .
O=C(/C=C/c1ccccc1Cl)Nc1cccc(S(=O)(=O)NC2=NCCCCC2)c1
 : 4.8%, 2, 636, 6%, 1.2, 3%, 5%, 12%, 17%, -2.5%
O=C(NNc1cc(N2CCOCC2)nc(N2CCOCC2)n1)c1ccc(Cl)c(Cl)c1
 : 0.3%[50 µM], 29, 683, 0%, 1.2, 7%, 13%, 24%, 49%, -2.0%
CCOC(=O)/C(=N\Nc1ccccc1Cl)N(C)C1CCS(=O)(=O)C1 (stereo not given)
 : -0.1%, 4, 704, 2%, 1.1, 5%, 10%, -6%, -8%, -5.3%
CCOc1cc(-c2cc(-c3ccc(N)cc3)nc(N)c2C#N)ccc1O
 : 1.5%, ., ., -4%, 1.1, 17%, -59%, 4%, 13%, -1.3%
Oc1c(CN2CCOCC2)cc(COCc2ccccc2)c2cccnc12
 : 0.2%, -4, 568, -16%, 2.5, 12%, 14%, 26µM*, 16%, -0.8%
COc1ccc(CCNC(=O)CNC(=O)Cn2cnc3sc(C)c(C)c3c2=O)cc1OC
 : 0.2%, 11, 706, -2%, 1.1, -5%, 13%, 8%, 5%, -5.2%
CNC(=S)NNC(=O)c1cccn(Cc2ccccc2)c1=O
 : -2.4%, 17, 744, 15%, 1.9, 6%, 10%, 2%, 9%, -5.1%
O=C(NCC1CC1)Nc1cccs1
 : 3.3%, 31, 753, 8%, ., 5%, 13%, ., ., .
C=CCNC(=O)CSc1nnc(-c2ccccc2Cl)n1-c1c(C)n(C)n(-c2ccccc2)c1=O
 : -0.9%, 1, 757, -1%, 1.1, -3%, -5%, 4%, -7%, -6.9%
CCCCC(CC)C(=O)Nc1ccc(C#N)cc1 (stereo not given)
 : -0.1%, 1, 759, -4%, 1, 5%, 1%, 12%, 12%, -6.1%
O=C(Cn1cnnn1)Nc1cccc(S(=O)(=O)N2CCCCC2)c1
 : -0.1%, -1, 665, -2%, 1, 3%, 4%, 4%, 10%, -8.0%
CCCC(=O)Nc1cc(C)c(NC(=O)Cc2ccccc2)cn1
 : ., ., ., -2%, 1.1, -5%, 1%, 3%, 19%, -8.9%
COc1ccc(C)cc1NC(=O)c1cc2c(CO)cnc(C)c2oc1=N
 : -2.9%, 4, 769, -7%, 1.1, 3%, 3%, 7%, 14%, -1.7%
COC(=O)c1c(-c2ccccc2Cl)noc1/C=C/N(C)C
 : -0.2%, -23, 701, -3%, 1.1, 16%, 7%, -4%, -6%, -8.1%
CCCCn1c(SCC(=O)N2CCCC2)nc2c1c(=O)n(C)c(=O)n2C
 : -0.8%, ., ., 3%, 1.1, 3%, 2%, 5%, -8%, -3.9%
COC(=O)c1ccc(-c2ccc(Cl)cc2)nc1C
 : 1.5%, -5, 645, 3%, 1, -4%, -1%, 12%, 10%, -2.8%
CCOc1ccccc1OCCCC(=O)NC1=NCCS1
 : 1.0%, 0, 752, 1%, 1.1, 0%, -2%, -7%, -4%, -4.7%
CS(=O)(=O)NCCC1=CCCCC1
 : 0.6%, 5, 739, -2%, 1.1, -6%, -1%, 7%, 3%, -4.5%
COc1ccc(N=C2S/C(=C\c3cc(C)n(C)c3C)C(=O)N2CC(C)C)cc1
 : 0.5%, ., ., -6%, 1, 9%, -4%, 2%, -3%, -1.1%
CCOc1ccc(C2C=C(c3ccccc3)Nc3nnnn32)cc1 (stereo not given)
 : 0.3%, ., ., -3%, 1.1, 6%, -68%, -21%, -18%, -1.9%
CCCC(c1nnnn1CCOC)N1CCN(Cc2ccccc2)CC1 (stereo not given)
 : -0.9%, ., ., 8%, 1.1, -4%, 7%, -11%, -12%, -6.0%
CSCCC(C(=O)OC1CCOC1=O)N1C(=O)c2ccccc2C1=O (stereo not given)
 : -0.5%, -4, 678, 45%, 1.1, 16%, 27%, -4%, 2%, -6.1%
